# Assay outcomes: PubChem BioAssay, several laboratories
# PGE2 EP2 inh: blocks the human prostaglandin E2 receptor EP2; P43116; C6 glioma cells expressing human EP2, cAMP TR-FRET; cells stimulated with saturating PGE2; inhibition, % at 25 µM; hit rate 0.52% among 260,000; AID 1422;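 active = percent inhibition above 40 after rounding to a whole number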;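 note: rat C6 glioma host cells with rolipram phosphodiesterase inhibitor present; the protocol text gives 20 µM as final concentration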
# EP2 modulator: modulators of human EP2 prostaglandin E2 receptor; induction, % at 25 µM; EP2-expressing cells, cAMP HTRF FRET, PGE2 co-stimulation; P43116; AID 940; hit rate 0.83% among 260,000;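 active = compounds whose cAMP rise, as percent of the full-agonist control response, exceeds 60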;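 note: rat C6 glioma line stably carrying human EP2 under a CMV promoter; the protocol text gives 20 µM as final concentration; 100% = response of wells given 1 µM PGE2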
# Hck-Nef inh: human Hck-Nef kinase inhibition; P08631; Recombinant Hck-YEEI plus Nef, Z-Lyte FRET kinase assay; inhibition, % at 20 µM; hit rate 0.68% among 220,000; AID 463187;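 active = Hck-Nef kinase inhibition above about 50%, limit read from the data; inactive = inhibition below that limit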;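 note: 0% = DMSO with Hck plus Nef and 100% = Hck alone without Nef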
# PERK inhibitor: inhibitors of human PERK kinase; inhibition, % at 5.6 µM; AID 1416; Q9NZJ5; CHO PERK-DD fusion, SEAP luminescence translation reporter; hit rate 0.17% among 220,000;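 active = inhibition above the mean inhibition of all tested compounds plus 3 SD, set separately per screening campaign, cut at about 2.9% in these data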;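 note: PERK kinase domain activated by AP20187 dimerizer at 100 nM; 0% = DMSO with dimerizer and 100% = rapamycin at 8.4 µM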
# Target sequence (Q9NZJ5 whole entry, looked up, the tested form may be a part): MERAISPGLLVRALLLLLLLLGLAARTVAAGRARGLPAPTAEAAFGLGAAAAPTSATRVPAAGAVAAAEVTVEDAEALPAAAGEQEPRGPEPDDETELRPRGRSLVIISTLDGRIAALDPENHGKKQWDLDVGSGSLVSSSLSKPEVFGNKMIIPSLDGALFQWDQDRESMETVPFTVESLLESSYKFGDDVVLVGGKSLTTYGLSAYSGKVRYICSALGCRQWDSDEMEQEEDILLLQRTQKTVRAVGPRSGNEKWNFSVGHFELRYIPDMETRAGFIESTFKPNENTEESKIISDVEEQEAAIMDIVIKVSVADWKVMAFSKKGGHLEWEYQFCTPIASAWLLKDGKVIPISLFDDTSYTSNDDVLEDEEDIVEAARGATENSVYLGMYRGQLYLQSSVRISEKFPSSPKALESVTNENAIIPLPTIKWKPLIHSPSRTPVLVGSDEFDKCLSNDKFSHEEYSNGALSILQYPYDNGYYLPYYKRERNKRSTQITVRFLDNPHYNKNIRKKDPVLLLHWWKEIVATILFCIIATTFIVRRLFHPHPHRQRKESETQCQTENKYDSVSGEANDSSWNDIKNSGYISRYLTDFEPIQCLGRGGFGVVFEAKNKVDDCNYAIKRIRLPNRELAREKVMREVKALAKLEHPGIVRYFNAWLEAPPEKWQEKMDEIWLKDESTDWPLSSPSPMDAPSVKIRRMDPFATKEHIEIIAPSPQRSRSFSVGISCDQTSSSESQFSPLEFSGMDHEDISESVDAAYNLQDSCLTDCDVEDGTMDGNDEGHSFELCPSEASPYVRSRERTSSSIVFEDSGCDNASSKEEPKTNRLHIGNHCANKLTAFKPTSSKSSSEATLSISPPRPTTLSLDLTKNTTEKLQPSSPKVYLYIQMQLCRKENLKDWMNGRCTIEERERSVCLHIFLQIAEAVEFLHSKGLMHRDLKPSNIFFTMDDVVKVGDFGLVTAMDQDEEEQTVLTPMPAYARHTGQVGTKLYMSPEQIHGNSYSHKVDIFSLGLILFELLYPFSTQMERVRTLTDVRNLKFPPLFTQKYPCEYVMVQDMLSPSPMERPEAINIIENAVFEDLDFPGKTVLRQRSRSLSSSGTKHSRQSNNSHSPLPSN
# TNF death inh: blocks TNF-alpha induced death of Jurkat FADD-/- cells; hit rate 0.068% among 220,000; activation (protection from cell death), % at 10 µM; Jurkat FADD-/- TNF necroptosis rescue, ATP luminescence, 24 h; 0 = TNF only, 100 = no-TNF cells;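 active = activation, meaning protection from cell death, of at least 50% relative to plate controls; inactive = activation below 50%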;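 note: necroptosis triggered by 40 ng/mL TNF-alpha added together with compound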
# Runt-CBFb FRET: inhibitors of human RUNX1 Runt domain binding to CBFb; Q01196+Q13951; Cerulean-Runt/Venus-CBFb FRET ratio 530/480, 1 h; inhibition, % at 20 µM; hit rate 0.46% among 220,000;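 active = inhibition over about 50% at 20 µM in the single-dose screen, limit read from the data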;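 note: 0% = DMSO wells and 100% = excess unlabeled CBFb competitor control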
#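 test system = Cerulean-tagged RUNX1 Runt domain (FRET donor) fusion protein | reagent = Venus-CBFb binding partner, 100 nM | incubation = protein complex preformed 1 h, compound exposure 1 h, room temperature, dark | detection = FRET fluorescence | read-out basis = loss of energy transfer signal | controls = 5 µM unlabeled CBFb as full-inhibition high control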
# zVAD death inh: blocks zVAD induced death of L929 cells; L929 zVAD necroptosis rescue, ATP luminescence, 24 h; with zVAD 60 µM; viability rescue, % at 10 µM; hit rate 0.38% among 220,000;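 active = activation, scaled between plate controls, above about 75%, limit read from the data; inactive = activation under that limit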;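 note: 0% = zVAD with DMSO and 100% = DMSO alone without zVAD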
# RBBP9 inhibitor: blocks human serine hydrolase RBBP9. O75884. recombinant RBBP9, FP-Rh probe fluorescence polarization. inhibition, % at 7.94 µM. hit rate 0.2% among 220,000. AID 1515;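 active = inhibition above the campaign mean of all tested compounds plus 3 SD, cut at about 14% in these data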;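 note: plate controls were DMSO wells with RBBP9 for no effect and wells lacking RBBP9 protein for full effect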
#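 Measured by – fluorescence polarization · Test system – RBBP9 protein · Input – 2.5 µM RBBP9 dispensing solution, before mixing · Measure – percent inhibition from mP, scaled between DMSO and no-protein wells · Benchmarks – DMSO-treated enzyme wells and wells lacking RBBP9 · Times – preincubation 30 min plus labeling 45 min at 25 °C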
# Runt-SMMHC FRET: Runt domain-CBFb-SMMHC interaction inhibition. Cerulean-Runt/Venus-CBFb-SMMHC FRET ratio 530/480, 1 h. inhibition, % at 20 µM. hit rate 0.74% among 220,000. AID 1434;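 active = mean inhibition across duplicate retests at 20 µM reaching about 50%, limit read from the data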;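 note: 0% = DMSO wells and 100% = wells with excess untagged CBFb-SMMHC; inhibitors lower the FRET ratio by blocking Runt binding to CBFb-SMMHC; some results filed as inactive read as strong as hits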
# * = called active by the depositor; . = not tested or not shown; & = joins results of further samples. Only part of the results is shown (hit frequency here may not be typical).
SMILES,PGE2 EP2 inh,EP2 modulator,Hck-Nef inh,PERK inhibitor,TNF death inh,Runt-CBFb FRET,zVAD death inh,RBBP9 inhibitor,Runt-SMMHC FRET
COc1ccccc1NC(=O)CN1CCN(CC(=O)Nc2ccc3c(c2)OCO3)CC1,12,-1,-14,-1.4,3.3,0,1.1,-7,-8
O=C(COC(=O)c1cccnc1Nc1ccccc1F)NCCN1C(=O)CSC1=O,-4,-30,1,0.3,-1.2,1,0.1,-5,-3
CCCCCNCC(=O)Nc1cccc(C(=O)Nc2cccc(C(F)(F)F)c2)c1,10,-28,7,0.3,1.0,-3,5.9,-10,-6
O=C(O)c1ccccc1NCN1C(=O)C2CC=C(Cl)CC2C1=O (stereo not given),11,5,4,0.8,0.1,-1,0.8,6,0
CCOc1cccc(=O)c2c(C)n(C)c(C)c12,2,-17,1,0.8,-4.3,-2,-0.2,-2,-15
CCC1(C)CC(c2csc(N)n2)CCO1 (stereo not given),6,34,-7,1.1,0.2,-1,-0.3,-7,2
Cc1ccc([N+](=O)[O-])cc1NC1CC(O)C(CO)O1 (stereo not given),6,17,2,0.8,1.7,0,0.1,-9,3
O=P(OCC1CC1)(c1ccccc1)c1ccccc1,4,11,4,0.6,0.6,-1,0.3,6,-2
COc1ccc(CCNC(=O)c2cccnc2)cc1OC,9,37,-2,0.1,-0.2,-2,2.4,-3,-1
C/C(N)=N\S(=O)(=O)c1ccc(Cl)cc1,8,-17,1,1.0,-1.3,5,-0.2,-6,-2
CCNC(=S)/N=C(\N)Nc1nc(C)c2cc(C)ccc2n1,4,11,-4,1.8,0.1,-1,0.8,1,0
COc1ccc(CNS(=O)(=O)c2ccc(OC)cc2)cc1,8,14,0,0.2,1.0,-1,-0.3,5,4
O=C(Nc1ccc(NC(=O)c2cccs2)c(Cl)c1)c1ccco1,15,-11,19,-0.3,3.0,1,63,-8,4
Cc1ccc(C)c(-n2nnnc2SCC(=O)c2c(N)n(C)c(=O)n(C)c2=O)c1,7,-30,-12,-1.1,-1.3,3,0.7,-7,-2
O=C(NCc1cccc(C(F)(F)F)c1)C1CCCN(c2ncccn2)C1 (stereo not given),7,18,3,-0.2,-1.9,0,0.1,-9,-3
CCOc1cc(CNCC2CCCN2CC)cc(Cl)c1OC (stereo not given),7,15,13,0.4,1.4,0,-0.5,-2,2
CCOC(=O)c1nc(-c2ccc3c(c2)OCO3)[nH]c1C,7,-6,0,0.6,-4.6,-1,1.5,-7,3
O=C(COc1ccc(F)cc1Br)N1CCN(c2ncccn2)CC1,5,-25,24,0.1,-0.1,0,-0.2,-12,2
O=C(O)c1ccc(N2C(=O)CC(SC(=Nc3ccccc3)Nc3ccccc3)C2=O)cc1 (stereo not given),15,27,4,1.5,1.3,-2,0.2,-6,2
CC1CCCN(CCCNC(=O)C2CC(=O)N(c3ccc(F)c(Cl)c3)C2)C1 (stereo not given),6,5,-2,-0.9,0.1,-4,0.9,-8,-4

# Reprinted at random: 2 entries already listed, in no set order.
SMILES,PGE2 EP2 inh,EP2 modulator,Hck-Nef inh,PERK inhibitor,TNF death inh,Runt-CBFb FRET,zVAD death inh,RBBP9 inhibitor,Runt-SMMHC FRET
CC1CCCN(CCCNC(=O)C2CC(=O)N(c3ccc(F)c(Cl)c3)C2)C1 (stereo not given),6,5,-2,-0.9,0.1,-4,0.9,-8,-4
CCOc1cc(CNCC2CCCN2CC)cc(Cl)c1OC (stereo not given),7,15,13,0.4,1.4,0,-0.5,-2,2

# Arranged by molar mass (falling): 14 of the compounds above
SMILES,PGE2 EP2 inh,EP2 modulator,Hck-Nef inh,PERK inhibitor,TNF death inh,Runt-CBFb FRET,zVAD death inh,RBBP9 inhibitor,Runt-SMMHC FRET
COc1ccccc1NC(=O)CN1CCN(CC(=O)Nc2ccc3c(c2)OCO3)CC1,12,-1,-14,-1.4,3.3,0,1.1,-7,-8
CCCCCNCC(=O)Nc1cccc(C(=O)Nc2cccc(C(F)(F)F)c2)c1,10,-28,7,0.3,1.0,-3,5.9,-10,-6
Cc1ccc(C)c(-n2nnnc2SCC(=O)c2c(N)n(C)c(=O)n(C)c2=O)c1,7,-30,-12,-1.1,-1.3,3,0.7,-7,-2
CC1CCCN(CCCNC(=O)C2CC(=O)N(c3ccc(F)c(Cl)c3)C2)C1 (stereo not given),6,5,-2,-0.9,0.1,-4,0.9,-8,-4
O=C(COc1ccc(F)cc1Br)N1CCN(c2ncccn2)CC1,5,-25,24,0.1,-0.1,0,-0.2,-12,2
O=C(Nc1ccc(NC(=O)c2cccs2)c(Cl)c1)c1ccco1,15,-11,19,-0.3,3.0,1,63,-8,4
CCOc1cc(CNCC2CCCN2CC)cc(Cl)c1OC (stereo not given),7,15,13,0.4,1.4,0,-0.5,-2,2
COc1ccc(CNS(=O)(=O)c2ccc(OC)cc2)cc1,8,14,0,0.2,1.0,-1,-0.3,5,4
CCNC(=S)/N=C(\N)Nc1nc(C)c2cc(C)ccc2n1,4,11,-4,1.8,0.1,-1,0.8,1,0
COc1ccc(CCNC(=O)c2cccnc2)cc1OC,9,37,-2,0.1,-0.2,-2,2.4,-3,-1
O=P(OCC1CC1)(c1ccccc1)c1ccccc1,4,11,4,0.6,0.6,-1,0.3,6,-2
Cc1ccc([N+](=O)[O-])cc1NC1CC(O)C(CO)O1 (stereo not given),6,17,2,0.8,1.7,0,0.1,-9,3
CCOc1cccc(=O)c2c(C)n(C)c(C)c12,2,-17,1,0.8,-4.3,-2,-0.2,-2,-15
CCC1(C)CC(c2csc(N)n2)CCO1 (stereo not given),6,34,-7,1.1,0.2,-1,-0.3,-7,2

# The results go on:
SMILES,PGE2 EP2 inh,EP2 modulator,Hck-Nef inh,PERK inhibitor,TNF death inh,Runt-CBFb FRET,zVAD death inh,RBBP9 inhibitor,Runt-SMMHC FRET
COc1ccc([N+](=O)[O-])cc1NC(=O)c1cccs1,2,-16,19,-0.9,-0.3,2,-0.5,-5,-2
S=C(NCCc1ccccc1)N/N=C/c1ccccc1Cl,11,0,4,1.2,2.2,-6,1.0,-17,-5
COc1ccc(C(=O)CSc2ncn[nH]2)cc1OC,11,31,-1,0.0,-1.7,-2,-0.2,-3,-2
O=C(Nc1cccc2c1CCCC2)c1cc([N+](=O)[O-])ccc1Cl,15,-29,0,0.9,1.4,0,0.4,-1,-2
O=C(OCC(=O)N1c2ccccc2Sc2ccccc21)C1CC(=O)N(Cc2ccco2)C1 (stereo not given),2,19,-1,-0.5,-6.2,-8,-0.1,-13,-2
O=C(CN1CCCc2ccccc21)N/N=C/c1ccc(O)cc1O,11,-12,3,0.6,-7.9,2,1.7,-5,-2
O=C(c1ccc(N2CCCC2=O)cc1)N1CCOCC1,9,23,0,1.7,0.1,-1,-0.2,3,4
Cc1onc(NC(=O)c2ccc([N+](=O)[O-])o2)c1Br,14,-8,-18,0.0,-4.7,-1,-0.6,-10,-8
COc1ccc(OC)c2[nH]c(=O)c(CCNC(=O)c3cc4ccccc4o3)cc12,14,-5,-5,-1.5,-0.6,-8,1.0,-5,-308
Cc1c(NC(=O)CN2C(=O)C3C4C=CC(C4)C3C2=O)c(=O)n(-c2ccccc2)n1C (stereo not given),16,36,0,-1.4,1.3,12,0.0,-8,34
CCOC(=O)c1c(-c2ccccc2)csc1NC(=O)CSc1nnnn1C,8,17,4,-0.8,-8.8,-5,-0.4,-10,-5
CCCn1nnc(NC(=S)NC(=O)C(C)(C)C)n1,2,26,5,0.8,0.8,5,0.7,-3,-2
CCCOc1ccc(Br)cc1/C=N/O,9,48,5,-0.8,-1.9,0,0.6,-11,2
CC(C)CNC(=O)C1CCN(Cc2ccc(OCc3ccccc3)cc2)CC1,6,-1,-2,-1.3,2.6,-1,0.1,5,3
Cn1nnc2c(sc3nc(N4CCOCC4)c4c(c32)CCCC4)c1=O,12,-53,-5,0.7,0.0,0,2.4,1,-2
C/C(CC(=O)Nc1cc(C)ccn1)=N\NC(=O)c1cccc(C)c1,8,-12,20,0.2,6.6,0,72,-2,-2
COc1ccc(CN2CCc3ccccc3C2)c(OC)c1OC,18,-2,1,-0.4,0.5,2,-0.6,6,-2
Cc1ccc(OCc2nnc(SCC(=O)Nc3cc(C)on3)n2C)cc1,6,17,-1,1.5,-2.6,0,-0.1,-7,5
Cc1noc2ncnc(N3CCCC3)c12,8,16,22,1.7,0.6,-1,1.5,-6,0
O=C(NNC1=C(C(=O)C(F)(F)F)CCC1)c1ccncc1,8,18,24,0.6,1.6,1,4.5,-10,2
O=C1CC(c2ccccc2)n2nc(NC(=O)C3CCCO3)nc2N1 (stereo not given),17,1,-2,-0.2,0.7,0,-0.4,-9,-1
COc1ccc(-c2csc(NC(=O)CSc3nc(C)cs3)n2)cc1,20,-23,6,3.6*,-1.9,.,0.5,0,.
COc1nc(Nc2ccc(C(C)=O)cc2)nc(OC)n1,4,-19,2,1.6,2.9,-2,48,-5,2
CCc1nnc(NC(=O)C2CC(=O)N(c3ccc(C)cc3)C2)s1 (stereo not given),7,9,2,1.3,-3.1,7,0.3,-5,11
COCCn1c(=NC(=O)c2ccc(S(=O)(=O)N3CCCc4ccccc43)cc2)sc2cc(S(C)(=O)=O)ccc21,12,14,5,0.5,0.6,-4,-0.1,-7,1
Cc1ccc2oc(=O)c3cnn(CC(=O)NC4CCC(C)CC4)c3c2c1 (stereo not given),5,3,7,.,-0.5,-6,-0.2,.,-1
Cc1cccc(CC(=O)Nc2cc(=O)n(C)c(=O)n2C)c1,13,25,1,-0.2,0.8,2,1.3,9,-2
COc1ccccc1/C=N/NC(=O)c1ccc(Cn2nc([N+](=O)[O-])cc2C)cc1,12,-99,3,-0.1,2.6,0,1.0,-1,4
CCN(CC)C(=O)CSc1nc2[nH]ncc2c(=O)[nH]1,6,31,7,0.7,0.3,0,0.0,-4,3
CC1CCc2[nH]c3ccc(C(=O)NCCCOC(C)C)cc3c2C1 (stereo not given),7,-77,-5,0.2,1.8,0,27,-5,8
CN(C)CCNC(=O)/C(=C/c1ccc(-c2ccc(Cl)cc2Cl)o1)NC(=O)c1ccccc1,14,-44,4,-1.2,0.0,-1,-1.4,-10,-6
CCC(C)(C)n1nnnc1CN1CCC(c2nc3ccc(C)cc3[nH]2)CC1,2&19,-17&8,-1,-1.8,-4.0,-2,1.3,1,1
